Screening results from PubChem BioAssay.
Runt-CBFb FRET: blocks binding of human RUNX1 Runt domain to CBFb; Q01196+Q13951; Cerulean-Runt/Venus-CBFb FRET ratio 530/480, 1 h; inhibition, % at 20 µM; hit rate 0.46% among 220,000;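 active means inhibition over about 50% at 20 µM in the single-dose screen, limit read from the data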;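 further: 0% = DMSO wells and 100% = excess unlabeled CBFb competitor control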
Target sequence (Q01196 whole entry, looked up, the tested form may be a part): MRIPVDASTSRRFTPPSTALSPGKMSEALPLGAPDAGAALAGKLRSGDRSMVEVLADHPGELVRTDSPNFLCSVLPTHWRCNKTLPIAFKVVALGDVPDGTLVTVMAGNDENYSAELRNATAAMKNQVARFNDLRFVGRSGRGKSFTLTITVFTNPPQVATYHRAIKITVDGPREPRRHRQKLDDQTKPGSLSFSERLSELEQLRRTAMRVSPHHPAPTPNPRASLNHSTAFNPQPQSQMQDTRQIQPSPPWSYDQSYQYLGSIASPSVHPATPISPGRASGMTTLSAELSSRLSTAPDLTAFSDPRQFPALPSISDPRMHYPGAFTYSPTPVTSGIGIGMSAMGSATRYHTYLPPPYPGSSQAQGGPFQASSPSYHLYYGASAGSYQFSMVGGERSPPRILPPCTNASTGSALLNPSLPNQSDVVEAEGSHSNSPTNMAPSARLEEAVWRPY
Target sequence (Q13951 whole entry, looked up, the tested form may be a part): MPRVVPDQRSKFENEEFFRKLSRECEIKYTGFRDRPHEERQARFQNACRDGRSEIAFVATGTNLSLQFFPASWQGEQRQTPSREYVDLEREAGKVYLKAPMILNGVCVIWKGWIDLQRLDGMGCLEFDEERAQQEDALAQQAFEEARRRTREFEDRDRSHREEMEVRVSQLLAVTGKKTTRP
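System: Cerulean-labeled Runt domain protein | Quantity: 100 nM of each labeled protein | Schedule: 1 h compound exposure, room temperature | Detection: Fluorescence energy transfer, 422 nm excitation, 530/480 nm emission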
NPY-Y1 antag: antagonists of human neuropeptide Y receptor Y1. HEK293-CNG Y1 cells, membrane potential fluorescence; NPY at EC95, then isoproterenol. hit rate 1% among 200,000. AID 1040. inhibition, % at 3.6 µM;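 active means inhibition above the campaign mean inhibition of all tested compounds plus 3 SD, cut at about 20% in these data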;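 further: 0% = DMSO wells given NPY plus isoproterenol and 100% = isoproterenol alone without NPY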
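System: HEK293 cells with Y1 receptor plus CNG channel / Probe or stimulus: NPY 25 nM then isoproterenol 1 µM plus Ro 20-1724 25 µM / Compound: one concentration, 3.6 µM, in 0.4% DMSO / Schedule: compound incubation 1 h at room temperature, readout 45 min post-stimulation / Measured by: membrane potential fluorescence / Read-out: % inhibition of NPY effect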
RBBP9 inh: blocks human serine hydrolase RBBP9. inhibition, % at 7.94 µM. O75884. hit rate 0.2% among 220,000. recombinant RBBP9, FP-Rh probe fluorescence polarization. AID 1515;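 active means inhibition above the campaign mean of all tested compounds plus 3 SD, cut at about 14% in these data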;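 further: plate controls were DMSO wells with RBBP9 for no effect and wells lacking RBBP9 protein for full effect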
Target sequence (O75884 whole entry, looked up): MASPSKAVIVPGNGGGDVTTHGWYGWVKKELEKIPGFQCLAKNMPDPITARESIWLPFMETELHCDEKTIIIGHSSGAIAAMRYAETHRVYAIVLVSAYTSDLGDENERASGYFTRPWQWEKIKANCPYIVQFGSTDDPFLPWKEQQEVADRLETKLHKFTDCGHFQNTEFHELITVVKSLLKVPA
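Material: RBBP9 protein. Amount: RBBP9 at 2.5 µM in dispensed solution, before mixing. Schedule: 30 min then 45 min, 25 °C. Medium: Tris buffer pH 8.0, NaCl, Pluronic. Measured by: fluorescence polarization. Measure: percent inhibition from mP, scaled between DMSO and no-protein wells. Replication: one well per compound.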
NPY1 pot ag: potentiates or activates human NPY-Y1 receptor; P25929; NPY-Y1 expressing cells, potentiator/agonist activation; hit rate 0.37% among 220,000; activation, % at 3.6 µM; in the data active means activation above about 33%, passing the limit was not always enough;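 further: cells stimulated with NPY at EC10 then isoproterenol at EC100; 0% = low agonist plus stimulus and 100% = saturating agonist plus stimulus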
S1P4 ag: human S1P4 receptor agonism; S1P4-expressing cell line, agonist reporter assay; hit rate 0.35% among 220,000; activation, % at 4.98 µM; in the data active means activation above about 11%;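 further: 0% = DMSO vehicle and 100% = reference agonist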
NPY-Y2 PAM-ag: potentiates or activates human NPY-Y2 receptor | cells expressing NPY-Y2, potentiator/agonist read-out | hit rate 0.45% among 220,000 | P49146 | activation, % at 3.6 µM | AID 1359; in the data active means activation above about 27%;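 further: cells stimulated with NPY near EC25 plus isoproterenol at EC100; 0% = vehicle plus submaximal agonist and 100% = vehicle plus saturating agonist; some results beyond the cut were filed as inactive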
BaF3 tox: counter-screen for JAK2V617F inhibitors: parental Ba/F3 viability inhibitors. CellTiter-Glo ATP luminescence. AID 1486. hit rate 1.1% among 220,000. inhibition, % at 5.6 µM;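 active means inhibition above a per-campaign cutoff, the mean inhibition of all tested compounds plus 3 SD, cut at about 27% in these data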;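 further: 0% = DMSO wells and 100% = JAK Inhibitor I control wells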
S1P4 antagonist: blocks the human S1P4 receptor. S1P4-expressing cells, antagonist mode, reporter read-out. O95977. inhibition, % at 4.98 µM. hit rate 0.26% among 220,000; in the data active means inhibition above about 29%;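 further: 0% = wells stimulated with agonist and 100% = vehicle wells without agonist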
Ba/F3 V617F tox: reduce viability of Ba/F3 cells dependent on JAK2V617F; inhibition, % at 5.6 µM; Ba/F3 EpoR-JAK2V617F viability, ATP luminescence; hit rate 1.1% among 220,000; AID 1446;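 active means inhibition above the campaign mean plus 3 SD over all tested compounds, cut at about 24% in these data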;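 further: cytokine-independent growth of Ba/F3 cells driven by EpoR plus mutant JAK2; 0% = DMSO-treated cells and 100% = JAK inhibitor I control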
Starred values were filed as active, the others as inactive; x = no result given. Random draw from the library; any-hit rate near 3.6%.

SMILES	Runt-CBFb FRET	NPY-Y1 antag	RBBP9 inh	NPY1 pot ag	S1P4 ag	NPY-Y2 PAM-ag	BaF3 tox	S1P4 antagonist	Ba/F3 V617F tox
CC1=C(C(=O)OC(C)C)C(c2ccc(Br)s2)NC(=O)N1 (configuration not stated)	1	1	-5	-2	0.0	-10	4	-10	-3
O=[N+]([O-])c1cccc(/C(=N/N=C/c2ccccc2Br)C23CN4CN(CN(C4)C2)C3)c1	-1	-2	-7	11	-2.2	-16	1	-3	-2
COc1cccc(OCC(=O)Nc2cc(Cl)ccc2Oc2ccccc2)c1	-3	13	-10	-30	1.6	-6	4	-13	1
CC1CCN(S(=O)(=O)c2ccc(N=NC3=C(O)CC(C)(C)CC3=O)cc2)CC1	0	2	-14	11	-0.3	6	2	-5	-2
Cc1ccc(C)c(OCCCCn2ccnc2)c1	2	3	1	-25	-3.4	2	1	-9	-3
O=C(COC(=O)CNC(=O)c1ccco1)NCCN1C(=O)CSC1=O	0	4	-11	18	0.7	9	1	4	-2
Cc1ccccc1NC(=S)N(CCCN1CCCCC1)Cc1ccco1	-1	4	-8	-17	0.0	-9	5	-13	0
CS(=O)(=O)N1CCC(C(=O)Nc2cc(Cl)cc(Cl)c2)CC1	x	0	-5	3	-3.0	-7	10	0	-1
CC1N/C(=C\C(=O)c2ccccc2)N(O)C1(C)C (configuration not stated)	0	-7	-10	-6	1.5	2	2	4	0
CCOc1ccccc1NC(=O)CC1SC(=N)N(c2ccccc2)C1=O (configuration not stated)	-1	-4	-9	4	1.6	6	0	-12	-2
COc1ccc(CN2C(=O)c3ccccc3C(/C=N/OCc3ccc(Cl)cc3)C2=O)cc1 (configuration not stated)	2	-5	-6	10	0.5	3	1	3	-1
COCCCNC(=O)Nc1ccc(F)cc1F	-1	-2	0	-4	-1.3	3	9	18	5
FC(F)(F)c1cccc(Sc2nc(-c3ccccc3)nnc2C(F)(F)F)c1	2	0	-1	-8	0.3	8	5	-8	1
COc1ccc(NS(=O)(=O)c2cc(NC(=O)[C@@H](NC(N)=O)C(C)C)ccc2C)cc1	3	x	-13	9	0.4	-1	1	-8	-3
COc1ccc(-c2noc(CCC(=O)NCCCN3CCN(c4ccccc4F)CC3)n2)cc1	-1	4	-10	-30	-0.5	-15	8	-3	2
CCOc1ccc(OCC)c(NC(=O)C2CCN(S(=O)(=O)c3c(C)[nH]c(=O)[nH]c3=O)CC2)c1	-2	-3	-8	-1	2.1	5	3	-3	0
CCCCOC(=O)Cn1c(=O)n(CC(=O)OCCCC)c2cc(C)ccc21	-2	0	-2	21	-3.6	8	3	-9	-5
COCCn1nnnc1C(C(C)C)N(Cc1cccnc1)Cc1ccccc1Cl (configuration not stated)	0	3	6	18	-0.2	-2	6	-4	-3
CN(Cc1ccccn1)Cc1nc(-c2ccc(Cl)cc2)no1	-1	1	-4	-3	-1.5	-27	8	10	6
Cc1c(Nc2nc3ccccc3nc2NS(=O)(=O)c2cccc(Cl)c2)c(=O)n(-c2ccccc2)n1C	-1	0	-5	5	0.7	3	2	3	-5
O=C(NCc1ccccc1)c1cc[n+](Cc2ccccc2)cc1	0	5	3	11	0.3	-7	5	-14	0
CCOCC(=O)Nc1ccccc1C(=O)OCC	0	3	-8	8	0.2	-4	0	-9	0
COc1ccc(NC(=O)CN2C(=O)C(C)Oc3ccccc32)c(OC)c1 (configuration not stated)	11	2	-8	21	0.7	-10	4	3	3
CCCCc1ccc(-c2csc(/C(C#N)=C/c3ccc(C)o3)n2)cc1	-8	5	-11	6	-2.4	-4	1	12	1
O=C(O)c1ccc(OCC(O)Cn2cnc3ccccc32)cc1 (configuration not stated)	0	3	-12	-1	0.5	1	3	-10	-5
O=C(O)c1nn(-c2cccc(Cl)c2)c(=O)cc1O	0	-7	1	2	-0.7	-1	-1	6	-2
COc1ccc(Cl)cc1NC(=O)CSc1nncn1-c1cccnc1	2	-3	-6	-17	-0.1	1	1	-12	-6
O=C(Nc1ccn(Cc2c(F)c(F)c(F)c(F)c2F)n1)c1cccc(Cn2cc([N+](=O)[O-])cn2)c1	-1	1	-9	-22	1.0	-8	6	-2	-1
CSc1ccccc1NC(=O)Cc1ccccc1	-2	1	5	14	2.1	-4	6	7	0
COc1ccc(-c2cc(C(F)(F)F)n3ncc(C(=O)O)c3n2)cc1OC	0	-3	-7	-7	0.6	21	5	0	-3
Cc1ccc(-c2csc(NC(=O)C3=NN(C4CCS(=O)(=O)C4)C(=O)CC3)n2)cc1 (configuration not stated)	-1	x	-7	13	-0.5	-26	5	-20	-4
COC(=O)c1cccc(NC(=O)c2ccccc2)c1	3	x	-7	-4	1.7	6	-3	-9	0
COc1ccc(NC(=O)Nc2ccccn2)cc1OC	-1	x	0	21	-0.6	14	-4	-13	-2
Cn1cccc1/C=N/N1CCN(Cc2cccc3ccccc23)CC1	11	x	-5	-27	-0.1	-25	-1	15	0
C/C(=C\c1cc(C(=O)O)c(C)o1)CO	-1	2	-2	-26	0.8	1	1	0	-1
COC(=O)c1[nH]c2ccccc2c1NS(=O)(=O)c1ccc(OC)cc1OC	-2	-2	-2	18	-0.9	16	3	-23	-4
CCOc1c(Cl)cc(CNCC(O)c2ccccc2)cc1OC (configuration not stated)	1	2	-2	-2	0.7	14	7	-19	-2
Cc1c(NC(=O)C(C)n2cc([N+](=O)[O-])cn2)c(=O)n(-c2ccccc2)n1C (configuration not stated)	0	0	-4	0	0.2	4	4	-5	0
COc1ccc(C2CC(=O)Nc3sc(=N)c4c(N)c(C#N)c(N)nc4c32)cc1OC (configuration not stated)	1	60*	-1	-51	1.2	-26	2	-8	3
O=C(CSc1nccc(=O)[nH]1)c1ccccc1Br	6	1	0	1	-0.5	12	2	-15	-2
CC1CCCN(C(C(=O)NC2CCCCC2)c2cc3c(cc2[N+](=O)[O-])OCO3)C1 (configuration not stated)	10	4	-6	4	0.6	-6	2	-21	-1
CCCNC(=O)/C(=C/c1cn(S(=O)(=O)N(C)C)c2ccccc12)NC(=O)c1ccc(OC)cc1	-2	8	-13	-14	-0.6	-10	3	5	2
O=C1c2ccccc2C(Nc2ccc(S(=O)(=O)N3CCCCC3)cc2)N1c1ccccn1 (configuration not stated)	x	-3	-5	2	-1.9	-14	2	-24	-3
O=C(Nc1ccccc1)C1=C[C@@H](c2ccc(Br)cc2)C[C@@H](OCCCCO)O1	1	-8	-6	9	-1.5	-2	1	9	5
CC(NC(=O)/C(C#N)=C/c1ccco1)c1ccccc1 (configuration not stated)	0	x	-2	-16	-1.3	-15	-1	15	5
COc1ccc(CCNC(=O)CSc2nc(O)c(CC(C)C)c(=O)[nH]2)cc1OC	0	-2	-2	4	0.8	6	5	4	-2
COc1ccc(CN2C(=O)NC(C)(c3ccc(C)cc3)C2=O)cc1F (configuration not stated)	-4	7	5	-7	-0.5	8	-3	0	-3
O=C1CSC(=Nc2ccc(Cl)cc2)N1Cc1cccnc1	1	x	-8	1	-0.4	-10	-6	-3	-3
COCCCN(CC(=O)O)S(=O)(=O)c1ccccc1	1	2	2	6	1.6	-3	6	-19	0
O=C(CN1CCN(CC(=O)Nc2ccccc2Cl)CC1)Nc1ccc2c(c1)OCCO2	1	0	-5	-16	0.8	5	4	-17	1
Cc1ccccc1C(=O)Oc1ccc(-c2csnn2)cc1	1	x	-5	12	0.4	12	-6	-2	-3
O=S(=O)(N/N=C/c1ccc(N2CCOCC2)cc1)c1ccc(Br)cc1	-1	1	1	-3	-0.2	-16	5	8	5
CCc1ccc(C(=O)/C=C/c2ccc([N+](=O)[O-])o2)cc1	5	9	1	-15	0.2	-19	2	9	-3
CCN(CC)C(=S)SCC(=O)Nc1nc(=O)c2ccccc2s1	13	-2	1	-3	0.6	-7	-3	-6	-2
